Assay outcomes deposited in PubChem BioAssay by several laboratories.
TROY signal inh = TROY signaling inhibition | AID 1347056 | inhibition, % at 10 µM | hit rate 0.98% among 360,000 | Q293 LMP1-TROYcd NF-kB luciferase reporter, 4 h;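 active = compounds whose plate-normalised and pattern-corrected inhibition of the luciferase reporter signal at the single screening dose is 50% or more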
SRC3 inh = inhibits human SRC3 coactivator; Q9Y6Q9; HEK293 GAL4-SRC3 luciferase reporter, luminescence; inhibition, % at 3.6 µM; hit rate 0.17% among 360,000; AID 588352;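 active = inhibition above a per-campaign cutoff, the mean of all compounds plus 3 SD, cut at about 60% in these data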;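 note: 0% = DMSO-treated cells and 100% = gossypol-treated cells at 36 µM; higher means less SRC3-driven luciferase light from the GAL4 reporter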
NCOA1 inh = inhibits human SRC1 coactivator; Q15788; HEK293 GAL4-SRC1 luciferase reporter, luminescence; inhibition, % at 3.6 µM; hit rate 0.12% among 360,000;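 active = inhibition above the campaign mean plus 3 SD, with each screening campaign given its own cutoff, cut at about 60% in these data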;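 note: 0% = DMSO treated cells and 100% = gossypol at 36 µM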
NCOA2 inhibitor = inhibits human steroid receptor coactivator 2 | HEK293 GAL4-SRC2 luciferase reporter, luminescence | Q15596 | AID 651957 | inhibition, % at 9 µM | hit rate 0.17% among 370,000;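 active = inhibition above the mean inhibition of all tested compounds plus 3 SD, set per campaign, cut at about 52% in these data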;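 note: 0% = DMSO treated cells and 100% = cells given Gossypol at 36 µM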
NR5A2 inv ag = inverse agonists of human LRH-1 (NR5A2). HEK293T StAR-luciferase reporter, LRH-1 transfected, 24 h. inhibition, % at 3.6 µM. O00482. AID 602396. hit rate 0.13% among 360,000;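 active = inhibition above the mean inhibition of all tested compounds plus 3 SD, cut at about 73% in these data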;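 note: 0% = DMSO wells and 100% = reporter-only cells lacking LRH-1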
Target sequence (O00482 whole entry, looked up): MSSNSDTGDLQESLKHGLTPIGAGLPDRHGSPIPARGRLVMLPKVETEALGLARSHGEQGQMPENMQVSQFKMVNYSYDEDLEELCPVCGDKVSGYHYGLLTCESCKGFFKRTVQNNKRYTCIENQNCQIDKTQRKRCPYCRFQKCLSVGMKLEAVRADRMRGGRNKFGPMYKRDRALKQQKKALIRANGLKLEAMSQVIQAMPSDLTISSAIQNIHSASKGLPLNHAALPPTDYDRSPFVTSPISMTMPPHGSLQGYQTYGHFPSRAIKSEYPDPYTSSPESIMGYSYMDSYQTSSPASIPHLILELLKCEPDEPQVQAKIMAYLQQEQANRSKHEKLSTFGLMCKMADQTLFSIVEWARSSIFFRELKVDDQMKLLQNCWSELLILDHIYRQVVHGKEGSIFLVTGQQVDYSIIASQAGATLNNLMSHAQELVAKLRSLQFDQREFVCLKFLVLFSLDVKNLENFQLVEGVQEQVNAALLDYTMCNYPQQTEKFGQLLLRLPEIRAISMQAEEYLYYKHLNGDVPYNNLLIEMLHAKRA
NR2F2 inh = NR2F2 (human) inhibition, primary screen. HEK293T NGFI-A luciferase reporter, luminescence. inhibition, % at 8.6 µM. AID 686940. P24468. hit rate 0.7% among 370,000;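 active = inhibition above a per-plate cutoff, mean inhibition of test wells between control levels plus 3 SD, cut at about 38% in these data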;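 note: cells cotransfected with COUP-TFII expression vector driving the NGFI-A reporter; 0% = median of COUP-TF2 test wells and 100% = reporter-only cells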
TLR9-MyD88 block = inhibitors of human TLR9-MyD88 binding; Q9NR96+Q99836; CHO BLA complementation TLR9-MyD88, CCF4 FRET ratio; inhibition, % at 4.98 µM; hit rate 0.21% among 340,000;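 active = inhibition above the mean over all tested compounds plus 3 SD, cut at about 21% in these data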;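 note: 0% = DMSO only wells and 100% = clavulanate BLA inhibitor control wells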
TWEAK Fn14 block = blocks TWEAK-Fn14 interaction in a reporter cell assay. TWEAK-stimulated Fn14 reporter cells, luciferase luminescence, 8 h. inhibition, % at 10 µM. hit rate 2% among 360,000; in the data active = inhibition above about 50%
NOD2-RIPK2 inh = blocks binding of human NOD2 to RIPK2. inhibition, % at 4.98 µM. CHO BLA complementation NOD2-RIPK2, CCF4 ratio. AID 624267. O43353. hit rate 0.38% among 360,000; in the data active = inhibition above about 21%;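 note: 0% = vehicle only and 100% = reference blocker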
Target sequence (O43353 whole entry, looked up): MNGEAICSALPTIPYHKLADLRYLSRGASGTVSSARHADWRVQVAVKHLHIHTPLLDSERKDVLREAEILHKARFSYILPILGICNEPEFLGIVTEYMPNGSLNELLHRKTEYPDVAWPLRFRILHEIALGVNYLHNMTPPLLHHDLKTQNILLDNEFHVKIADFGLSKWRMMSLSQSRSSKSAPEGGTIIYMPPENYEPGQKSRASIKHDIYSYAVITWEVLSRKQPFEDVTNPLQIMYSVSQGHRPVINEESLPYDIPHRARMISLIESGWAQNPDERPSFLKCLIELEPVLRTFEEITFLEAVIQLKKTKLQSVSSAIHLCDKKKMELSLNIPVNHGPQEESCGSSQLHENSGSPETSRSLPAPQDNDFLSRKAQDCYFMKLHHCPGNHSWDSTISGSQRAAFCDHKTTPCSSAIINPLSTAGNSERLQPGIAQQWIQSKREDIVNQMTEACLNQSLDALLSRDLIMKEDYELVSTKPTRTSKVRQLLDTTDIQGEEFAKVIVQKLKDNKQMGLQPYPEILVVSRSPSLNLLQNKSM
ABHD5 PLIN5 PPI = inhibitors of human ABHD5-perilipin-5 interaction. Q00G26+Q8WTS1. Split G. princeps luciferase complementation, luminescence, 4 h. inhibition, % at 4 µM. hit rate 0.78% among 360,000. AID 602281;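 active = inhibition above the mean inhibition across every tested compound plus 3 SD, cut at about 22% in these data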;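 note: 0% = DMSO only wells and the 100% control is not disclosed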
Exocytosis inh = blocks lytic granule exocytosis; TALL-104 LAMP-1 surface exposure, flow cytometry; cells stimulated with thapsigargin and PMA; inhibition, % at 10 µM; hit rate 0.66% among 360,000; AID 651702;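 active = inhibition above about 55%, limit read from the data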
Active calls of the source: *; . = not tested or not shown; & = joins results of further samples. Not all compounds are listed; rates above refer to the full screens.

Order of values – TROY signal inh	SRC3 inh	NCOA1 inh	NCOA2 inhibitor	NR5A2 inv ag	NR2F2 inh	TLR9-MyD88 block	TWEAK Fn14 block	NOD2-RIPK2 inh	ABHD5 PLIN5 PPI	Exocytosis inh
O=C(COC(=O)COc1ccccc1)NCc1ccccc1
  0	29	1	-31	-2	-1	3	3	-2	0	0
O=C1CSC(c2ccc(Cl)cc2)N1C1CCCCC1 (stereo unspecified)
  -4	3	10	9	18	-3	1	-3	3	-4	2
CCN(CC(=O)Nc1c(F)cccc1F)C(=O)C1CCN(S(=O)(=O)c2ccccc2C(=O)OC)CC1
  -13	-13	-9	23	18	-7	2	6	0	12	2
OC(CNc1nc(-c2cccnc2)nc2ccccc12)c1ccccc1 (stereo unspecified)
  -17	-5	4	5	24	12	-7	21	1	5	55
O=C(Cc1cccs1)N[C@@H]1c2ccccc2CC[C@H]1OCc1ccccc1
  -6	-12	-19	-14	-24	13	1	-3	3	-4	3
Cc1ccnc2c(N3C(=O)C4C5C=CC(C5)C4(C)C3=O)cccc12 (stereo unspecified)
  -8	5	-12	-4	9	-13	-7	-22	2	-11	-1
Cc1ccc(-c2cnc(-c3ccccc3C(=O)O)o2)cc1
  -12	-37	-24	-34	-34	-31	-7	9	-1	-3	16
Cc1ccccc1C(=O)Nc1nncs1
  -13	-16	-11	8	13	1	-8	-14	-4	-1	-1
CCN(CC)CCCNC(=O)c1cc(-c2ccccc2)c(N2CCCCC2)s1
  -36	9	-1	-18	9	11	-2	3	7	-5	32
Cc1ccc(NC(=O)CN(C)C(=O)c2ccc(Cl)c([N+](=O)[O-])c2)cc1
  -12	11	-9	-35	1	-8	-3	12	1	0	1
CC(C)Nc1nc(Nc2ccc(F)cc2)c2sccc2n1
  18	-25	4	15	17	13	.	17	2	-1	-2
O=C(c1ccco1)[C@@H]1[C@@H]2C(=O)N(c3ccccc3)C(=O)[C@@H]2C2c3ccccc3C=CN21 (stereo partly specified)
  -22	-7	-9	-17	-6	-10	0	6	0	1	-2
CNC[C@@H]1Oc2cc(Br)ccc2S(=O)(=O)N([C@@H](C)CO)C[C@@H]1C
  -4	-2	-4	-1	-10	-11	-1	-2	-14	9	-1
Cn1nccc1C(=O)Nc1ccc(Cl)cc1
  -51	-54	-57	-30	-81	-14	-5	-4	3	-16	2
CCOc1c(C(N)=O)c(-c2ccccc2)c2c(=O)[nH]c3ccccc3n12
  2	10	8	8	-7	-2	-7	24	-1	-5	0
CCOc1ccc(C(O)(c2ccccc2OC)C(CN2CCCC2)c2ccccc2)cc1 (stereo unspecified)
  9	0	23	10	16	-4	-5	-14	-7	6	0
CCC(=NCc1ccco1)c1c(C(F)(F)F)[nH]n(-c2nc3ccccc3s2)c1=O
  -29	30	9	-12	-66	-3	1	87*	-4	-3	-5
COc1c(Cl)cc(Cl)cc1CNCCNCC(C)O (stereo unspecified)
  -5	-11	4	-28	-16	3	0	4	-21	8	-4
Cc1c(C(=O)NCc2cccnc2)sc2nc(-c3ccc(F)cc3)cn12
  -8	-38	-29	-4	-63	-1	-10	-19	2	-2	1
Cc1cccc2cc(C#N)c(SCC#N)nc12
  -11	-1	18	18	-16	-2	7	-2	-3	0	-2
CCCCCOc1ccc(C(=O)C(c2ccccc2)N2CCOCC2)cc1 (stereo unspecified)
  12	-7	13	11	18	-7	-20	0	4	4	3
C=CCNc1nnc(SCC(=O)N2CCC(C(N)=O)CC2)s1
  -9	-4	-1	-10	8	7	2	2	-2	0	0
Cc1ccnc(NC(=O)CCN2C(=O)c3ccccc3S2(=O)=O)n1
  1	-3	1	-23	-18	-30	10	9	3	-2	-3
O=C1CCC(C2CCc3cc(O)ccc3C2)C1 (stereo unspecified)
  -19	-27	-7	-6	-11	-22	4	-16	-4	-3	-2
Cc1ccc(-c2csc(N3CCN(c4cc5c(cc4Cl)nc(-c4ccncc4)n5CCN4CCCCC4)CC3)n2)cc1
  3	0	-21	-18	-9	3	-4	-12	9	6	2
COC(=O)c1cccc(NC(=O)Cc2ccc(OC)cc2)c1C
  2	-18	8	1	-4	2	-3	11	-1	2	-1
Cc1ccc(NC(=O)CN(C)C(=O)c2cc(S(=O)(=O)N(C)C)ccc2N2CCCC2)cc1
  14	-9	16	-21	5	10	-10	10	0	3	0
CN(C)CCCNc1cn[nH]c(=O)c1Cl
  7	14	-4	-23	-5	15	1	-1	4	-6	3
CSc1sccc1/C=N/NC(=O)c1ccncc1
  1	-21	-45	9	-28	-10	-2	12	-4	-1	1
CC(C(=O)O)c1ccc(-c2ccccc2)c(F)c1 (stereo unspecified)
  -6&-5	5&-15	7&4	-24&20	0&-27	12&5	-18&-4	-24&-11	-1&4	-1&1	-8&0
CC(C)CN(C(=O)COC(=O)c1cnc(Cl)c(Cl)c1)c1c(N)n(Cc2ccccc2)c(=O)[nH]c1=O
  28	-13	3	-28	-2	1	0	15	-2	-8	2
CCc1ccc(N(C(=O)c2csnn2)C(C(=O)NC(C)(C)C)c2cccnc2)cc1 (stereo unspecified)
  0	8	-6	-42	-18	-15	4	-19	-4	-2	5
CCCCCCCCN1C(=O)[C@H](CC(=O)N2CCN(C(=O)C3CC3)CC2)C[C@@]2(C(=O)OC)CCCCC=C12
  -10	.	.	11	1	8	.	-6	-5	8	2
CCCOc1ccc(C(=O)Nc2ccc(S(=O)(=O)Nc3cc(C)nc(C)n3)cc2)cc1
  -3	7	-8	-4	2	-15	1	3	-6	1	-3
CC(C)C(=O)Nc1cccc(C(=O)Nc2cc([N+](=O)[O-])ccc2Cl)c1
  13	12	5	2	21	0	4	-11	-16	-3	0
Cc1cccc(CN2CCN(C3CN(C4CCCC4)S(=O)(=O)C3)CC2)c1 (stereo unspecified)
  7	19	-28	-5	18	-4	.	-9	-3	17	-11
Cc1onc(-c2ccccc2)c1C(=O)NCCCc1ccccc1
  -3	7	3	-7	14	1	-4	0	7	11	3
COc1ccc(-c2csc3nc(-c4cccnc4)nc(N4CCC(C(N)=O)CC4)c23)cc1OC
  18	13	-15	-23	17	-37	-4	29	-8	14	16
CN1CCN(c2ccc(Cl)cc2NC(=O)/C=C/c2cccc(F)c2)CC1
  13	3	9	-6	1	-22	-1	4	2	22*	10
COc1ccc(C(=O)COC(=O)CNC(=O)c2cccs2)cc1Br
  -25	2	1	1	-5	1	7	12	7	5	-4
O=c1c2c3c(sc2ncn1/N=C/c1ccncc1)CCCC3
  3	16	2	16	19	2	-3	26	5	-1	2
O=C(Nc1ccccc1)c1oc2ccccc2c1NC(=O)C1CC1
  -16	5	14	12	47	-4	-5	7	8	0	-4
CCN(Cc1ccccc1)S(=O)(=O)c1nc2nc(C)c(C)c(C)n2n1
  3	-3	-12	10	1	1	3	19	-7	-2	0
COCCC(=O)N1CCC(Oc2ccc(C(=O)N3CCCCC3CCO)cc2)CC1 (stereo unspecified)
  -9	12	-37	-6	-14	12	10	-26	-2	-1	-3
CCC(=O)Nc1ccc(/C(C)=N/NC(=O)c2c(-c3ccccc3Cl)noc2C)cc1
  -6	16	3	-20	-18	5	0	-11	-6	8	4
CN(C(=S)NC(=O)c1ccccc1)C1CCCCC1
  -14	-14	-19	-1	4	-40	15	-8	0	15	-5
COc1ccc(CCc2nc(-c3cccs3)no2)cc1
  -40	-53	-38	-67	-50	-47	-1	-32	-3	-1	-4
CCCS(=O)(=O)Nc1ccc(N2CCCCC2)c(S(=O)(=O)Nc2ccccc2OC)c1
  18	4	-7	-15	4	-9	1	13	5	-8	18
OC1CCCN(c2c3c(nc4cc(-c5cccc(F)c5)nn24)CCCC3)C1 (stereo unspecified)
  13	-79	-77	-32	-159	-48	0	5	12	5	0
CN(C)CCOC1(Cc2ccc(F)cc2)CCC(C(C)(C)C)CC1 (stereo unspecified)
  2	3	-15	2	0	2	2	-9	11	25*	29
CCCCn1c(N)c(N(CCOC)C(=O)CCc2ccc(OC)cc2)c(=O)[nH]c1=O
  33	12	-3	14	10	10	-10	0	-14	10	-2
COc1cccc(Cn2c(-c3nonc3N)nc3ccccc32)c1
  23	26	-40	2	24	-13	-2	-12	7	-10	4
COC(=O)c1ccc(NC(=O)c2ccccc2CC[N+](=O)[O-])cc1
  -3	15	-1	-12	1	5	6	16	0	-6	-2
Cc1ccc2c(c1)cc(CN(Cc1ccco1)C(=O)COc1ccccc1)c1nnnn12
  3	9	-17	-4	-6	5	-12	26	3	4	-4
O=C(Nc1nnc(SCC(=O)N2CCCCC2)s1)c1ccccc1F
  -31	-12	-22	-15	-26	-11	-3	-19	-7	-8	-2
Cc1cc(C)nc(NS(=O)(=O)c2ccc(NS(=O)(=O)c3ccc(F)c(F)c3)cc2)n1
  -18	-1	12	17	15	5	-1	-5	2	1	-9
CC(C)(C)c1nnc(NC(=O)c2ccc3c(c2)OCO3)s1
  -26	-107	-88	-28	-140	-31	10	-8	0	-3	-5
O=C(Nc1ccc(F)cc1F)Nc1ccccc1C(=O)NCCN1CCNC1=O
  -18	4	7	5	-1	12	.	6	-2	-4	1
COCCN(Cc1ccco1)C(=O)C1CCCN(c2ncnc3c2nc2n3CCCCC2)C1 (stereo unspecified)
  5	-14	-6	2	5	24	3	-7	-6	-5	6
CCc1cccc(NC(=O)C2CCN(S(=O)(=O)c3ccc4[nH]c(=O)ccc4c3)CC2)c1
  2	11	-8	6	5	4	-10	10	-4	-11	0

Remaining list, next part
Order of values – TROY signal inh	SRC3 inh	NCOA1 inh	NCOA2 inhibitor	NR5A2 inv ag	NR2F2 inh	TLR9-MyD88 block	TWEAK Fn14 block	NOD2-RIPK2 inh	ABHD5 PLIN5 PPI	Exocytosis inh
COCCNC(=O)CN(c1cc(Cl)ccc1OC)S(C)(=O)=O
  3	-13	-2	-5	6	5	0	19	-9	-4	5
CCOC(=O)CSc1nc2c(cnn2-c2ccc(C)cc2)c(=O)[nH]1
  13	17	-6	-25	1	2	-9	-34	-2	2	-1
CC(C)CNC(=O)NC(=O)COC(=O)COc1ccc(Cl)cc1Cl
  -9	20	2	5	16	5	4	-6	-5	-1	-4
CCOC(=O)CCc1c(C)c2ccc(OCC(=O)N(CC)CC)c(C)c2oc1=O
  23	10	12	-57	8	-12	-3	-23	-17	-2	2
CC(=O)c1c(C)[nH]c(C(=O)Nc2cc(S(=O)(=O)N3CCCCC3)ccc2C)c1C
  -10	-1	-19	-52	-28	-33	-11	-32	-8	-3	15
O=C(/C=C/c1ccc2ccccc2n1)N1CCN(c2ccccc2)CC1
  -8	10	8	-30	28	-13	-5	1	1	4	-2
COc1ccc(NC(=O)N(Cc2cc3cc(OC)ccc3[nH]c2=O)CC2CCCO2)cc1 (stereo unspecified)
  -6	9	5	-1	3	5	11	-7	-9	-2	0
